IMPase Li cell: qHTS Assay for Identifying the Cell-Membrane Permeable IMPase Inhibitors: Potentiation with Lithium | CHO-M1 cells, IP1 TR-FRET (IP-One), carbachol + lithium | Potency, µM (series often up to 59.4 µM), inactives show top-dose activity, negative = IMPase inhibition, most hits filed as inhibitors | 210,000 tested, 0.35% active | AID 1457, 2008;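 further: IP1 builds up when IMPase is blocked and the TR-FRET signal falls; potency means the concentration at half of the fitted maximal effect; plate controls were basal vehicle for no effect and high inhibitor control for full effect; nearly all actives have a fitted effect of over 50% in size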
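Steps: plate 2000 CHO-M1 cells per well and culture 16–30 h; add compound and lithium; incubate 30 min, 37C; add d2-IP1 tracer and Eu cryptate anti-IP1 antibody in lysis buffer; read after 10 min at room temperature.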
LMNA splice mod: qHTS Assay for Modulators of Lamin A Splicing | HeLa LMNA splicing GFP/RFP minigene ratio, 48 h | Potency, µM (top dose mostly 46.1 µM), for inactives: at the highest dose ratio change, negative = inhibition, most hits filed as inhibitors | 200,000 tested, 0.01% active | AID 1487, 2009; active means well fitted inhibition curve with a large enough effect in the signal ratio, with a control signal flat, not every such curve was filed as active; inconclusive means small, poorly fitted or top-dose-only effect, or effect the other way, or a change in a side signal; the % refers to the signal ratio; further: potency means the concentration at half of the fitted maximal effect; on the % scale 0 is the no-effect control and ±100 the full control effect
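Read-out is the ratio of GFP to DsRed2 object intensity, acquired by 488 nm laser-scanning cytometry on HeLa lamin A-EGFP minigene reporter cells. Compound incubation 48 hrs at 37 °C in Opti-MEM with 2% FBS; DMSO 0.5% final.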
aGal spleen mod: qHTS Assay for Inhibitors and Activators of Human alpha-Galactosidase From Spleen Homogenate | Potency, µM (titrated, usually from 80 µM), inactives show top-dose activity change, negative = inhibition, usual class: inhibitors | human spleen homogenate, 4MU-alpha-Gal fluorescence, 40 min | AID 2107, 2009 | 240,000 tested, 0.008% active;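 further: potency means the concentration at half of the fitted maximal effect; 0% = enzyme with vehicle and -100% = no enzyme basal signal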
Target sequence (P06280 32-429 limits assumed): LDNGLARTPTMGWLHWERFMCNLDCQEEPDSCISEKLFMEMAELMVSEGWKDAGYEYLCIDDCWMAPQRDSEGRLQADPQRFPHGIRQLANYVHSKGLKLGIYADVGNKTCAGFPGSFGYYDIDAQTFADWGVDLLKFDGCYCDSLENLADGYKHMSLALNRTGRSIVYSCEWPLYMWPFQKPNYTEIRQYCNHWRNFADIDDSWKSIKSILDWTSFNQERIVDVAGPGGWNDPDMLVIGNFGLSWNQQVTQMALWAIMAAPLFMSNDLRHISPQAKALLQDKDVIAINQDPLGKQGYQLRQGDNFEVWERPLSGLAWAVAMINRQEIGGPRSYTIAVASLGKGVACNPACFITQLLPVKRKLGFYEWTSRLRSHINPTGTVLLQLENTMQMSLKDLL
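qHTS titration in buffer at pH 5.0. Alpha-galactosidase activity in spleen homogenate was measured via 4-methylumbelliferone release from 1 mM fluorogenic substrate after 40 min at 37C and a pH 10 stop. AC50 came from Hill fits of control-normalized data.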
Epigenetic derep: Quantitative High-Throughput Screen for Regulators of Epigenetic Control; murine LDR cells, GFP reporter derepression, 30 h; Potency, µM (top dose mostly 53.9 µM), inactives show top-dose GFP activation, hits mostly activators; 280,000 tested, 0.2% active; AID 1865, 2009; further: potency means the concentration at half of the fitted maximal effect; % of control where 0% means no effect; nearly all actives have a fitted effect of over 60% in size
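Readout is the number of GFP-expressing murine LDR cells, counted by cytometry following washing. Cells were treated with compound for 30 h at 37 C; the stably integrated CMV-GFP locus is normally silent.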
CBFb-RUNX1 inh: qHTS Assay for Compounds Blocking the Interaction Between CBF-beta and RUNX1 for the Treatment of Acute Myeloid Leukemia; Runt-related transcription factor 1 (Homo sapiens) + Core-binding factor subunit beta …; AlphaScreen CBFb-His/RUNX1-biotin binding, biochemical; Potency, µM (top dose mostly 59.8 µM), inactives show top-dose activity, negative = inhibition, hits mostly inhibitors; 230,000 tested, under 10 active; AID 1477, 2009; further: % of control where 0% means no effect
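Inhibition was taken as any reduction in AlphaScreen signal from the CBF-beta–RUNX1 pair (His and biotin tags, 30 nM each), measured after compound (15 min) and bead (90 min) incubations at room temperature.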
KinaseGlo FLuc: Counterscreen for Luciferase (Kinase-Glo TM) Inhibition. 200,000 tested, 0.28% active. Potency, µM (top dose mostly 38.3 µM), inactives show at the highest dose activity change, negative = inhibition, usual class: inhibitors. Kinase-Glo luciferase, ATP luminescence, 8 min. Luciferin 4-monooxygenase (Photuris pensylvanica), Q27757; further: potency means the concentration at half of the fitted maximal effect; on the % scale 0 is the no-effect control and ±100 the full control effect; nearly all actives have a fitted effect of over 60% in size
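Luminescence was the read-out, taken after 8-minute incubation at ambient temperature. Luciferase turned over luciferin with 10 uM ATP in imidazole pH 7.2 buffer containing KCl, MgCl2, Tween 20 and BSA.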
NPSR antag: qHTS Assay for Antagonists of the Neuropeptide S Receptor: cAMP Signal Transduction. CHO-NPSR cells, cAMP TR-FRET, antagonist mode. Potency, µM (titrated, usually from 38.3 µM), for the others: at the highest dose activity change, negative = inhibition, usual class: inhibitors. 220,000 tested, 1% active; further: potency means the concentration at half of the fitted maximal effect; on the % scale 0 is the no-effect control and ±100 the full control effect; nearly all actives have a fitted effect of over 50% in size; many of its hits are not listed in these tables
Target sequence (Q6W5P4 whole entry, looked up): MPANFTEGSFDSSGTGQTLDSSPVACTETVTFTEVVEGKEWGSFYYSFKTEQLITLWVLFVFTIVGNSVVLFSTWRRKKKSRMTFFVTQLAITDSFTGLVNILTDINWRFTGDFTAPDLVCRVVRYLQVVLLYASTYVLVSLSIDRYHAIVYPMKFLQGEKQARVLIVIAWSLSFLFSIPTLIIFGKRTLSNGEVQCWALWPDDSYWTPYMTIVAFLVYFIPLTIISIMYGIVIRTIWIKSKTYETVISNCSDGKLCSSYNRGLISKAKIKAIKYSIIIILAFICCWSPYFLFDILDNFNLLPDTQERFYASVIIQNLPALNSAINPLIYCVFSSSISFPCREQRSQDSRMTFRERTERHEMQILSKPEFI
Starred values were filed as active, the others as inactive; u = inconclusive; x = not tested or not shown; [ ] = dose if it differs, or a comment. Unless noted, the call rests on the fitted dose curve; in most records, active means well fitted curve in the direction sought with a large enough effect; inconclusive means small, poorly fitted or top-dose-only effect, or another doubt; inactive means no such curve, though single readings can be large; an effect the other way counts as inactive or inconclusive. An excerpt, so the mix of outcomes need not match the whole.

Compound | IMPase Li cell | LMNA splice mod | aGal spleen mod | Epigenetic derep | CBFb-RUNX1 inh | KinaseGlo FLuc | NPSR antag
O=C(NCCCN1CCOCC1)C1CC(=O)N(CCc2ccccc2)C1 (stereo not given) | 25%[38.3 µM] | 11% | -1% | -0.8% | 3% | 4% | -13%[46.1 µM]
Cc1ccc(S(=O)(=O)N2CCC(C(=O)N3CCC(C(=O)NCc4cccnc4)CC3)CC2)cc1 | 0%[38.3 µM] | 4% | -2% | 0.0% | 2% | 0% | -1%[46.1 µM]
COc1ccc(-c2nc3nc(C)cc(=O)n3[nH]2)cc1 | 11%[38.3 µM] | 8% | 5% | -2.3% | 2% | -8% | -3%[46.1 µM]
CCOc1ccc(-c2nc(N)ncc2-c2ccccc2OC)c(O)c1 | x | x | 7% | 2.7% | 2% | x | 13%[7.67 µM]
COc1ccccc1Nc1c([N+](=O)[O-])cc(C)cc1[N+](=O)[O-] | 0% | x | -1% | 0.1% | u | -4% | 8%
CC(Sc1nc2ccccc2s1)C(=O)N1CCOCC1 (stereo not given) | x | u | -1% | -7.8% | 4% | x | -8%[46.1 µM]
CC(O)CCc1ccc(O)cc1 (stereo not given) | -1% | -21%[46 µM] | -3% | 5.2% | -7% | 0% | 17%
O=C(SCC(O)C(O)CS)c1cccs1 (stereo not given) | x | x | 6% | -2.2% | 8% | x | -3%
CCN(CC)C(=O)CSc1nnc(CNc2ccc(F)cc2)o1 | -11%[38.3 µM] | 11% | 5% | 2.0% | -2% | -7% | 2%[46.1 µM]
O=C(NCCCN1CCOCC1)c1ccc(CS(=O)(=O)Cc2ccccc2Cl)o1 | 3%[38.3 µM] | 6%[0.0737 µM] | -11% | -1.8% | -2% | -1% | 0%[46.1 µM]
O=C(Nc1ccccc1F)c1ccc(Cn2cc(Cl)cn2)cc1 | 17% | x | 9% | -6.2% | 0% | 1% | -12%
Cn1c(C2=C(O)CN(c3ccccc3)C2=N)nc2ccccc21 | -3% | 11%[46 µM] | 4% | -3.9% | 4% | -2% | 15%
Cc1sc2ncnc(SCC(=O)N3c4ccccc4Sc4ccc(Cl)cc43)c2c1C | -4% | -8% | 2% | -1.0% | -6% | -11% | -11%
COc1cc(NC(=O)C2CCCN(S(=O)(=O)c3cccc4nsnc34)C2)cc(OC)c1 (stereo not given) | 4%[38.3 µM] | u | 0% | 0.0% | -12% | 0% | -24%[46.1 µM]
CCC(=O)n1nc(-c2ccco2)nc1SCc1ccccc1 | -1%[38.3 µM] | 21% | -3% | -2.0% | 3% | -1% | -9%[46.1 µM]
COc1ccccc1CNc1ccnc(-c2ccc(N(C)C)cc2)n1 | -1% | u | 10% | x | x | x | x
Cc1cccn2cc(-c3ccc(NC(=O)Cc4ccccc4)cc3)nc12 | -8% | x | 0% | 3.6% | 11% | x | 8%
NC(=O)CN(N=Nc1cccc([N+](=O)[O-])c1)c1cccc([N+](=O)[O-])c1 | 12% | -22%[46 µM] | 6% | -4.8% | -3% | 2% | -9%
COc1ccc(Cn2nnnc2C(c2cc3ccc(OC)cc3[nH]c2=O)N2CCCCCC2)cc1 (stereo not given) | -8%[38.3 µM] | 2% | 4% | 3.2% | -7% | -2% | -24%[46.1 µM]
CNc1cnn(-c2ccccc2)c(=O)c1Cl | -1%[38.3 µM] | 1% | 7% | -0.9% | 4% | -3% | -1%[46.1 µM]
Cc1ccc(N2CCN(/N=C/c3c(C)nn(-c4ccccc4)c3Cl)CC2)cc1 | -2% | 2% | -4% | 0.0% | -5% | 0% | 7%
FC(F)(F)c1cccc(N/N=C/c2ccccc2)c1 | 14% | -1% | 1% | 3.0% | -1% | -2% | -2%
Cc1cc(NC(=S)NC(=O)c2ccccc2)ccc1-c1cc2ccccc2oc1=O | -2% | -8% | -3% | -1.1% | -5% | -1% | -9%
CC1=C(/C=N/Nc2ccc([N+](=O)[O-])cc2[N+](=O)[O-])C(C)(C)CCC1 | 6% | -3% | -1% | 0.0% | -23% | -2% | -22%
CN(C)CCCSc1nc2ccccc2s1 | 14% | x | -3% | -0.6% | 4% | -9% | 6%
Cc1ccc(Cl)cc1NC(=S)NCCCSC1CCCCC1 | 18% | u | -2% | 0.2% | -2% | -1% | -41%
O=C(Nn1cnc2ccccc2c1=O)c1ccccc1 | 0% | 3%[46 µM] | 2% | 0.0% | 5% | -2% | 14%
O=Cc1cccn1-c1ccccc1 | x | x | 5% | 3.8% | -1% | x | 14%
Cc1ccc(C(C(=O)NCc2ccco2)N(C(=O)CNC(=O)c2cccs2)c2c(C)cc(C)cc2C)cc1 (stereo not given) | 27%[38.3 µM] | -5% | -6% | 5.1% | 9% | 1% | -23%[46.1 µM]
CCCCCCn1c(-c2cccs2)n[nH]c1=S | 3% | x | -3% | -1.5% | -1% | 1% | -27%

Reprinted at random: 3 records from the list, in no set order.
Compound | IMPase Li cell | LMNA splice mod | aGal spleen mod | Epigenetic derep | CBFb-RUNX1 inh | KinaseGlo FLuc | NPSR antag
Cn1c(C2=C(O)CN(c3ccccc3)C2=N)nc2ccccc21 | -3% | 11%[46 µM] | 4% | -3.9% | 4% | -2% | 15%
CC(Sc1nc2ccccc2s1)C(=O)N1CCOCC1 (stereo not given) | x | u | -1% | -7.8% | 4% | x | -8%[46.1 µM]
CC(O)CCc1ccc(O)cc1 (stereo not given) | -1% | -21%[46 µM] | -3% | 5.2% | -7% | 0% | 17%

Next entries.
Compound | IMPase Li cell | LMNA splice mod | aGal spleen mod | Epigenetic derep | CBFb-RUNX1 inh | KinaseGlo FLuc | NPSR antag
COc1ccc(/C=N/NC(=O)c2cccnc2)c(C(=O)O)c1OC | x | x | 6% | 0.0% | 2% | x | -7%[7.67 µM]
COC(=O)c1cc(Br)c(N)cc1OC | 3% | 2%[46 µM] | -2% | -0.1% | -1% | 5% | 20%
CCCOc1ccc(/C=N/NC(=O)C(=O)Nc2ccccn2)cc1 | 4% | -11% | -6% | 0.0% | 2% | -3% | 12%
Cc1ccccc1-c1nc(CS(=O)CC(=O)NCCN2CCN(Cc3ccccc3)CC2)c(C)o1 (stereo not given) | 4%[38.3 µM] | 4% | 1% | 0.0% | -5% | 3% | -3%[46.1 µM]
CCOc1ccc2[nH]cc(C(=O)NCCCN3CCOCC3)c(=O)c2c1 | 5% | 8%[46 µM] | -3% | 0.0% | 5% | -1% | -13%
CN(CC(=O)O)S(=O)(=O)c1ccc(F)cc1 | -3% | -6% | 1% | -2.0% | -1% | 2% | 8%[46.1 µM]
CCOC(=O)N1CCC(NC(=O)c2ccc(N3CCC4(CC3)OCCO4)c([N+](=O)[O-])c2)CC1 | 1% | 10%[46 µM] | 0% | -3.1% | 3% | 3% | 5%
O=C(N1CCCCC1)N1CCN(C(=O)N(c2ccccc2)c2ccccc2)CC1 | 19%[38.3 µM] | 0% | 0% | 1.1% | -1% | 1% | -7%[46.1 µM]
CCOc1ccc(/C=C/c2c([N+](=O)[O-])c(=O)n(C)c(=O)n2C)cc1 | 7% | -17%[46 µM] | -2% | -2.6% | 14% | 1% | -11%
CC(NC(=O)CCC(=O)N1CCN(S(=O)(=O)c2ccc(Cl)cc2)CC1)c1ccccc1 (stereo not given) | 7% | u | 4% | 0.0% | -1% | 7% | 7%
CCOC(=O)CSc1nnc(CCc2nc3ccccc3[nH]2)n1C | 4%[38.3 µM] | 6% | -13% | -1.1% | -2% | 1% | -11%[46.1 µM]
Cc1ccnc(N/C=C(/NC(=O)c2ccccc2)C(=O)NN)n1 | -4% | x | 2% | -0.3% | u | 1% | 4%
COc1ccccc1N1CCN(CC(O)COCCOc2ccc(Br)cc2)CC1 (stereo not given) | 9% | u | -2% | 3.4% | u | 2% | 5%
C(=C\c1ccc(/C=C/c2ccccc2)nn1)/c1ccccc1 | x | x | 2% | 1.0% | 5% | x | 6%
O=C(NC(=S)Nc1ccc(N2CCOCC2)cc1)c1cccs1 | 9% | x | 7% | 3.1% | -5% | -3% | -19%
CC(=O)c1nnn(-c2ccc(F)cc2F)c1C | x | x | -2% | 0.0% | 4% | x | -17%
N#Cc1c(NC(=O)CSc2nnnn2C2CCCC2)sc2c1CCCC2 | 26%[38.3 µM] | -5% | -2% | -0.9% | 15% | -2% | -17%[46.1 µM]
O=C(Oc1ccccc1)c1ccccc1OS(=O)(=O)c1ccccc1 | 23%[38.3 µM] | 9% | -2% | -1.0% | u | -2% | -12%[46.1 µM]
Cc1c(C)c2c(C)nn(-c3ccccc3)c2[nH]c1=O | -11%[38.3 µM] | -13% | -2% | -3.7% | -1% | 0% | 1%[46.1 µM]
Cc1ccc(Cn2nc(C)c(NC(=O)CCCn3nc([N+](=O)[O-])c(Cl)c3C)c2C)cc1 | 7% | -5% | -2% | -1.0% | -1% | 2% | -4%
COCCn1c(=O)c(CCc2ccccc2)nc2cnc(OCc3ccccc3)nc21 | 11% | u | 4% | x | x | x | x
FC(F)Oc1ccc(/C=N/N2CCCCC2)c(OC(F)F)c1 | 11% | -4%[46 µM] | 0% | 2.0% | -2% | 2% | -15%
O=C(C1=C(O)C(=O)N(c2ncccn2)C1c1ccc(F)cc1)c1ccco1 (stereo not given) | x | x | 13% | -1.0% | 12% | x | -29%
Cc1cc(C)n(C(=O)c2ccc([N+](=O)[O-])cc2N)n1 | 6% | x | 0% | 5.9% | -2% | 0% | 2%
O=C(Cn1cccc1C(=O)c1ccccc1)NCc1ccccn1 | -9%[38.3 µM] | 4% | -12% | -1.1% | -1% | -3% | 3%[46.1 µM]
CCOC(=O)c1cc2cc([N+](=O)[O-])cc(OC)c2oc1=O | 11% | -9%[46 µM] | 0% | 0.0% | 2% | 2% | -3%
COc1ccc2[nH]cc(CCNc3ncnc4ccc(-c5ccc6c(c5)OCO6)cc34)c2c1 | u | u | -3% | x | x | x | x
O=C(NCCCN1CCOCC1)C(=O)N/N=C/c1c2ccccc2cc2ccccc12 | 21% | u | 3% | u | 7% | 1% | -8%
COC(=O)C(C)Sc1nnc(Cc2cc(=O)[nH]c(=O)[nH]2)n1-c1cccc(OC)c1 (stereo not given) | -2%[38.3 µM] | 3% | -10% | 0.8% | -4% | -2% | -2%[46.1 µM]
